Cneo AK release – causes C. neoformans cell lysis | actives 0.2% (n = 360,000) | AID 651654 | adenylate kinase release luminescence, 4 h; normalised: neutral wells 0, clomiphene wells 100 | lysis activity, % at 15 µM;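 active = mean lysis activity across replicates of at least 80%, whatever share of replicates individually reach that level; inactive = mean lysis activity below 80%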
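Test system: log-phase Cryptococcus neoformans yeast cells. Input: 5 × 10^6 yeast cells/mL. Medium: fresh YPD growth medium. Doses: single dose. Incubation: static 4 h at 37 °C with compound, 1 h detection. Measured by: luminescent adenylate kinase detection reagent. Read-out: signal increase indicating cell lysis. Benchmarks: Clomiphene.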
PglD inh – inhibitors of Campylobacter jejuni PglD acetyltransferase | AID 602405 | purified PglD enzyme, DTNB colorimetric CoA detection | inhibition, % at 12.5 µM | actives 0.098% (n = 360,000); in the data active = inhibition above about 16%, passing the limit was not always enough; inconclusive = no clear call, values can overlap the other calls; also: strong numbers were not always called active
PGC1a acetyl inh – lowers PGC1a acetylation signal in U2OS cells | inhibition, % at 15.6 µM | AlphaScreen anti-acetyl-lysine; with virally co-expressed GCN5 acetyltransferase | actives 0.17% (n = 350,000);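 active = every replicate shows inhibition of at least 40%; inconclusive = mean inhibition at least 40% but some replicate below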;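 also: 0% = neutral control wells and 100% = positive control wells; some results beyond the cut were filed as inactive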
C2C12 statin – protects C2C12 myotubes from simvastatin toxicity | rescue of ATP level, % at 7.49 µM | ATP luminescence, 48 h; scaled: DMSO 0, geranylgeraniol control 100 | actives 0.78% (n = 330,000);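 active = mean ATP rescue above about 67%, or every replicate alone reaching that limit, limit read from the data, passing the limit was not always enough; inconclusive = no clear call, values can overlap the other calls; inactive = mean under the limit and some replicate under it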;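 also: myotubes were challenged with 10 µM simvastatin during compound exposure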
FN deposition inh – fibronectin deposition inhibition; actives 0.086% (n = 350,000); AID 743247; AH1F fibroblasts, Alexa488-fibronectin deposition fluorescence, overnight; inhibition, % at 12.6 µM;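 active = mean inhibition across replicates of 30% or more, regardless of how many single replicates reach that level; inconclusive = mean under 30% yet at least half of replicates reach 30%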;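 also: positive control wells lacked labelled fibronectin entirely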
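Material: AH1F fibroblast monolayer depositing Alexa488-labelled fibronectin into matrix | Input: 10000 AH1F cells/well | Medium: DMEM plus 2% serum, read in PBS | Reagent: Alexa488-fibronectin, 24 nM final in well | Compound dosing: One dose per compound, pinned | Schedule: 1 h adhesion, overnight exposure | Measured by: Fluorescence at 485 nm excitation, 525 nm emission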
GSIS activator – GLuc luminescence reporter in INS-1E cells, primary screen for activators of glucose-dependent secretion of insulin; INS-1E GLuc reporter insulin secretion, 2-3 h; AID 743287; activation, % at 16.6 µM; actives 0.61% (n = 370,000);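 active = lowest replicate activation of at least 40%, so every replicate reaches that level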;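 also: 0% = median of neutral control wells and 100% = median of IBMX positive control wells; some compounds called inactive have numbers as strong as hits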
miR122 inh – miR-122 inhibition in Huh7 cells. Huh7 miR-122 Renilla luciferase sensor, 48 h; neutral wells = 0, positive control = 100. activation (reporter increase), % at 12.5 µM. actives 0.3% (n = 340,000);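 active = mean replicate activation score at least 90 and every replicate individually at or above 90; inconclusive = only one of the two criteria met; inactive = neither criterion met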;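 also: higher luciferase means less miR-122 activity so hits act as miR-122 inhibitors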
CFTR F508del cor – correctors of CFTR F508del function in bronchial epithelial cells; CFBE cells, YFP halide quenching; stimulated with forskolin plus potentiator P3; % fluorescence drop versus neutral controls; activity (quench increase), % at 7.58 µM; actives 0.36% (n = 350,000); AID 720511;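 active = mean added fluorescence quench of at least 8% versus neutral control, with both replicates also reaching 8%; inconclusive = only one of the mean or replicate conditions met; inactive = mean below 8% and not both replicates reaching 8%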;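 also: cells transiently co-express mutant CFTR-F508del with the halide-sensitive YFP; corrector assay measuring rescue of mutant channel to the surface after 24 h compound exposure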
An asterisk follows results filed as active; ? = inconclusive; . = no result given; & = joins results of further samples; [ ] = dose if it differs, or a comment.

[1] COCC(=O)N(C)C[C@H]1Oc2cc(C#CC3CCCC3)ccc2S(=O)(=O)N([C@@H](C)CO)C[C@H]1C
[2] COc1ccc(C(c2c(C)n(C)n(-c3ccccc3)c2=O)c2c(C)n(C)n(-c3ccccc3)c2=O)cc1
[3] CO/N=C/c1c(-c2ccc(Cl)cc2)nc2cc(C)ccn12
[4] CC(C)(C)C(=O)Nc1c2c(nn1-c1cccc(Cl)c1)CS(=O)(=O)C2
[5] c1ccc(-c2nc(NCC3CC3)nc3ccsc23)cc1
[6] COCc1nnc(NC(=O)CCc2ccc(OC)cc2)s1
[7] CN1C(=O)c2cc(NS(C)(=O)=O)ccc2OC[C@H]2O[C@@H](CC(=O)N3CCOCC3)CC[C@H]21
[8] COc1cccc(NC(=O)Cc2nnc(SCC(=O)NC(C)c3ccccc3)n2C)c1 (stereo not drawn)
Compound	1	2	3	4	5	6	7	8
Cneo AK release	.	-3	.	0	0	2	1	22
PglD inh	.	-6	.	-2	2	4	0	2
PGC1a acetyl inh	-6	3	-4	6	7	.	.	.
C2C12 statin	-6	-7	.	-7	5	11	-2	.
FN deposition inh	.	-7	6	-6	-6	0	-10	-4
GSIS activator	-6	3	18	31	78*	-13	6	.
miR122 inh	-15[16.7 µM]	7	.	-8	-1	.	.	-17
CFTR F508del cor	1.1	3.0	-0.9	-1.2	-1.7	-1.5	.	.

[9] COc1ccccc1Oc1ccc(N/C=C2/CCCC2=O)cc1
[10] Cc1ccc(CCNC(=O)C2CCC(=O)N(Cc3ccccc3F)C2)o1 (stereo not drawn)
[11] COC(=O)c1ccc2nc(-c3ccc(F)cc3)c(Cc3ccc(OC)cc3C)n2c1
[12] CC(=O)c1cnc2cc(-c3ccccc3)nn2c1C
[13] COc1ccc(-c2nn(-c3ccccc3)cc2/C=N/Nc2ccc(S(N)(=O)=O)cc2[N+](=O)[O-])cc1OC
[14] CCCc1nnc(NC(=O)CCS(=O)(=O)Cc2ccccc2)s1
[15] CC(Oc1cc2oc(=O)c3c(c2cc1Cl)CCCC3)C(=O)NCc1cccnc1 (stereo not drawn)
[16] COc1ccccc1NC(=O)CCn1c(=O)c2cccn2c2ccccc21
Compound	9	10	11	12	13	14	15	16
Cneo AK release	-2	0	-1	-5	.	-4	0	0
PglD inh	5	2	4	-1	.	0	-2	3
PGC1a acetyl inh	-19	3	1	3	-1	-2	-1	-5
C2C12 statin	-6	-3	2	-4	-36	-5	-9	1
FN deposition inh	4	8	-1	.	-3	-1	3	1
GSIS activator	-13	5	1	10	1	6	-2	11
miR122 inh	0	4	7	-1	.	0	1	-2
CFTR F508del cor	.	-4.4	-3.0	.	1.1	1.9	1.2	-1.5

[17] Cc1noc(C)c1S(=O)(=O)N1[C@@H]2CNC[C@H]1C2c1ccc(-c2ccccc2)cc1 (stereo partly drawn)
[18] O=C(C[C@@H]1CC[C@H](NC(=O)C2CC2)[C@H](CO)O1)NCC1CC1
[19] CN(C)CCN[C@H]1CCC2C3CC=C4C[C@@H](O)CC[C@]4(C)C3CC[C@@]21C (stereo partly drawn)
[20] CCc1cc(=O)oc2cc(C)cc(OC(C)C(=O)NC3CC(C)(C)NC(C)(C)C3)c12 (stereo not drawn)
[21] COc1cccc(C(=O)Nc2cc3c4c(c2)CC(=O)N4CCC3)c1
[22] CC(=O)Oc1ccc2c(=O)c(/C=N/c3cc(=O)[nH]c(=S)[nH]3)coc2c1
[23] O=C(NCC(=O)N1CCN(c2ccccn2)CC1)c1ccc(Br)o1
[24] CC(C)C#Cc1cnc2c(c1)C(=O)N([C@@H](C)CO)C[C@H](C)[C@H](CN(C)C(=O)Nc1cccc(F)c1)O2
Compound	17	18	19	20	21	22	23	24
Cneo AK release	.	-1	1	0	0	-2	0	0
PglD inh	.	-1	-3	-5	5	-2	-4	1
PGC1a acetyl inh	6	4	.	.	.	-2	-3	0
C2C12 statin	.	0	-10	-3	.	15	-6	18
FN deposition inh	-7	.	2	-5	0	-3	-20	-17
GSIS activator	-14	10	17	18	13	-13	1	-25
miR122 inh	.	.	-1	3	.	2	-8	-1[16.7 µM]
CFTR F508del cor	-0.3	1.0	2.7	4.3	1.7	1.4	-2.7	.

[25] Cc1n[nH]c(C)c1S(=O)(=O)N1CCCC(C(=O)NCc2ccccc2Cl)C1 (stereo not drawn)
[26] CC(=O)N(CCC(Cc1ccccc1)c1ccc2c(c1)OCO2)Cc1ccc(Cl)cc1 (stereo not drawn)
[27] O=C(NCc1ccncn1)[C@@H]1[C@@H](CO)[C@@H]2Cn3c(cccc3=O)[C@H]1N2CC1CC1
[28] Cc1cccc(C(=O)NCC(=O)N2CCN(c3ccc(Cl)cc3)CC2)c1
[29] Cc1ccc(OCCN2CCN(c3ncnc4sc(C)c(C)c34)CC2)cc1
[30] CCOc1ccc(C2/C(=C(/O)c3ccc(F)cc3)C(=O)C(=O)N2CCCN(C)C)cc1 (stereo not drawn)
[31] Cc1ccc(C23CC4CC(CC(NC(=O)N5CCN(C)CC5)(C4)C2)C3)cc1
[32] Cc1noc(C)c1NC(=O)Nc1cccc2c1O[C@@H](CN(C)S(=O)(=O)c1ccccc1)[C@H](C)CN([C@H](C)CO)C2=O
Compound	25	26	27	28	29	30	31	32
Cneo AK release	-1	3	0	2	-3	-1	0	.
PglD inh	3	-1	20	3	3	-8	0	.
PGC1a acetyl inh	-3	-8	.	.	8	11	-11	0
C2C12 statin	.	?	-3	15	-13	1	-14	6
FN deposition inh	-5	-4	.	-5	6	.	.	.
GSIS activator	-12	.	0	-7	.	.	.	7
miR122 inh	5	-12	.	.	-33	-4	-1	2[16.7 µM]
CFTR F508del cor	1.2	.	.	-3.3	.	.	.	-1.9

Arranged by the number under CFTR F508del cor (ascending): three from the list above
# | molecule | CFTR F508del cor
28 | Cc1cccc(C(=O)NCC(=O)N2CCN(c3ccc(Cl)cc3)CC2)c1 | -3.3
32 | Cc1noc(C)c1NC(=O)Nc1cccc2c1O[C@@H](CN(C)S(=O)(=O)c1ccccc1)[C@H](C)CN([C@H](C)CO)C2=O | -1.9
25 | Cc1n[nH]c(C)c1S(=O)(=O)N1CCCC(C(=O)NCc2ccccc2Cl)C1 (stereo not drawn) | 1.2

Further compounds.
[33] CC(C)NC(=O)Nc1ccc2c(c1)C(=O)N([C@@H](C)CO)C[C@H](C)[C@H](CN(C)C(=O)c1ccccc1)OCCCC[C@@H](C)O2
[34] Cc1noc(C)c1S(=O)(=O)N(C)C[C@H]1Oc2c(NC(=O)c3cnccn3)cccc2C(=O)N([C@@H](C)CO)C[C@H]1C
[35] CO[C@H]1CN(C)C(=O)c2ccc(NC(=O)Nc3cccc(F)c3)cc2OC[C@H](C)N(C(=O)C2CC2)C[C@@H]1C
[36] O=C(OCC#CCSc1nnc(-c2cccc3ccccc23)o1)c1ccc(F)cc1
[37] O=C(Nc1ccc(S(=O)(=O)N2CCOCC2)cc1)c1ccc(Cl)cc1Cl
[38] COc1ccccc1C(=O)Nc1ccc2c(c1)CN(C(=O)CSC)CC2
[39] Cc1c(NS(=O)(=O)c2ccc([N+](=O)[O-])cc2)c(=O)n(-c2ccccc2)n1C
[40] c1cc2c(cc1Oc1nc(N3CCOCC3)nc(N3CCOCC3)n1)OCO2
Compound	33	34	35	36	37	38	39	40
Cneo AK release	-3	1	.	-3	-1	-1	0	1
PglD inh	0	-3	.	-3	.	1	-5	2
PGC1a acetyl inh	10	12	0	-2	.	4	5	-37
C2C12 statin	12	-10	.	5	13	-2	0	-10
FN deposition inh	.	-11	-1	-2	3	4	-3	.
GSIS activator	-3	8	-27	.	-4	-9	6	.
miR122 inh	-5[16.7 µM]	15[16.7 µM]	.	0	.	-7	-6	8
CFTR F508del cor	-3.1	1.5	-1.0	-3.9	-3.2	-0.2	-0.1	.

One compound at a time (already shown). Order of screens: Cneo AK release | PglD inh | PGC1a acetyl inh | C2C12 statin | FN deposition inh | GSIS activator | miR122 inh | CFTR F508del cor
Record of O=C(OCC#CCSc1nnc(-c2cccc3ccccc23)o1)c1ccc(F)cc1 → -3 | -3 | -2 | 5 | -2 | . | 0 | -3.9
Record of O=C(Nc1ccc(S(=O)(=O)N2CCOCC2)cc1)c1ccc(Cl)cc1Cl → -1 | . | . | 13 | 3 | -4 | . | -3.2

(next part)
[41] Cc1cccc(N(CC(=O)NC2CC2)S(=O)(=O)c2ccc(Cl)cc2)c1
[42] COc1cccc(N/C=C/C(=O)c2ccc(Cl)cc2)c1
[43] CCn1c(CNC(=O)c2cccc(C)c2)nnc1SCC(=O)NC1CCCC1
[44] Cn1nnc(C(O)CNCc2cccs2)n1 (stereo not drawn)
[45] CS(=O)(=O)Nc1ccc(C(=O)NCCSCc2c(F)cccc2Cl)cc1
[46] Cc1noc(C)c1NC(=O)N(C)C[C@H]1Oc2c(NC(=O)C3CCCCC3)cccc2C(=O)N([C@H](C)CO)C[C@H]1C
[47] C[C@@H]1CCCCO[C@@H](CN(C)Cc2ccc(C(F)(F)F)cc2)[C@@H](C)CN([C@@H](C)CO)C(=O)c2cc(NS(=O)(=O)c3ccc(Cl)cc3)ccc2O1
[48] CC1(C)CC(=O)C2=C(C1)N=C1SCCC(=O)N1C2c1cccc([N+](=O)[O-])c1 (stereo not drawn)
Compound	41	42	43	44	45	46	47	48
Cneo AK release	0	-8	3	-1	-1	-1	1	.
PglD inh	-6	-4	7	2	-9	2	2	.
PGC1a acetyl inh	.	-3	.	.	-11	-2	-19	1
C2C12 statin	1	-2	-4	1	-12	-11	.	.
FN deposition inh	-1	-8	-4	0	-11	.	-2	0
GSIS activator	15	2	3	.	19	7	5	-1
miR122 inh	.	0	0	-6	86	4[16.7 µM]	2[16.7 µM]	.
CFTR F508del cor	0.7	-0.1	3.1	.	-2.9	0.5	2.5	0.3

[49] CCN1C(=O)c2ccccc2S(=O)c2ccc(C(=O)N3CCOCC3)cc21 (stereo not drawn)
[50] Cn1cnc(S(=O)(=O)N[C@@H]2C=C[C@H](CC(=O)Nc3ccc(-c4ccccc4)cc3)O[C@@H]2CO)c1
[51] COc1cccc(C(=O)Nc2ccc3[nH]ncc3c2)c1
[52] COc1ccccc1NC(=O)c1c([N+](=O)[O-])cnn1C
[53] COc1ccccc1NC(=O)N(C)C[C@@H]1OCc2cnnn2CCCC(=O)N([C@@H](C)CO)C[C@@H]1C
[54] CCCCN1C[C@H](C)[C@@H](CC(=O)NCc2ccccc2)C1=O
[55] Cc1ccc(CN(C(=O)c2ccco2)C(C(=O)NC2CCCC2)c2ccc(N3CCOCC3)cc2)cc1 (stereo not drawn)
[56] COC(=O)c1ccc(NCN2C(=O)C3C4CCC(C4)C3C2=O)cc1 (stereo not drawn)
[57] COc1ccc(CCNc2oc(COc3ccccc3Cl)nc2C#N)cc1OC
Compound	49	50	51	52	53	54	55	56	57
Cneo AK release	.	-1	-15	0	-1&51	4	4	-1	1
PglD inh	.	1	-4	-11	2&1	2	5	-4	0
PGC1a acetyl inh	-4	18	18	2	6&3	0	-2	.	-41
C2C12 statin	.	1	-8	-5	2&7	-7	119*	2	8
FN deposition inh	3	2	0	-3	-4&-7	9	.	-2	-6
GSIS activator	6	-6	3	3	7&8	0	.	-3	.
miR122 inh	.	4[16.7 µM]	-2	1	-1	-1	-5	-2	-6
CFTR F508del cor	-1.9	3.0	3.6	-1.0	0.9&-3.7	-1.0	.	3.5	-0.3
